Bioassay records from PubChem.
PKM2 act: qHTS Assay for Activators of Human Muscle isoform 2 Pyruvate Kinase | Pyruvate kinase PKM (Homo sapiens), P14618 | purified PKM2, Kinase-Glo ATP luminescence, activation; response scale: 0% is enzyme alone, no compound | Potency, µM (titrated, usually from 57.5 µM), without a hit: top-dose activation, hits mostly activators | 0.34% of 260,000 active; further: potency means the concentration at half of the fitted maximal effect; on the % scale 0 is the no-effect control and ±100 the full control effect; nearly all actives have a fitted effect of over 55% in size
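Purified hPK-M2 (>95%) run at intermediate activity with 0.1 mM ADP and 0.5 mM PEP in 50 mM imidazole pH 7.2, KCl, MgCl2; 1 h room temperature. ATP formed read by Kinase-Glo luminescence; normalized to uninhibited and no-enzyme controls.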
Menin-MLL TR inh: qHTS Assay for Inhibitors Targeting the Menin-MLL Interaction in MLL Related Leukemias: Competition With Texas Red Labeled MLL-derived Mutant Peptide. AID 1768, 2009. O00255. 0.23% of 270,000 active. Menin + Texas Red MLL mutant peptide, fluorescence polarization. Potency, µM (titrated, usually from 61.6 µM), without a hit: at the top dose FP activity change, negative = inhibition, most hits filed as inhibitors; active means well fitted inhibition curve with a large enough effect in the polarisation, with a control signal flat, not every such curve was filed as active; inconclusive means small, poorly fitted or top-dose-only effect, or effect the other way, or a change in a side signal; inactive means no such curve, though single readings can be large or run the other way; the % refers to the polarisation; further: potency means the concentration at half of the fitted maximal effect; % of control where 0% means no effect; many of its hits are not listed in these tables
Target sequence (O00255 whole entry, looked up): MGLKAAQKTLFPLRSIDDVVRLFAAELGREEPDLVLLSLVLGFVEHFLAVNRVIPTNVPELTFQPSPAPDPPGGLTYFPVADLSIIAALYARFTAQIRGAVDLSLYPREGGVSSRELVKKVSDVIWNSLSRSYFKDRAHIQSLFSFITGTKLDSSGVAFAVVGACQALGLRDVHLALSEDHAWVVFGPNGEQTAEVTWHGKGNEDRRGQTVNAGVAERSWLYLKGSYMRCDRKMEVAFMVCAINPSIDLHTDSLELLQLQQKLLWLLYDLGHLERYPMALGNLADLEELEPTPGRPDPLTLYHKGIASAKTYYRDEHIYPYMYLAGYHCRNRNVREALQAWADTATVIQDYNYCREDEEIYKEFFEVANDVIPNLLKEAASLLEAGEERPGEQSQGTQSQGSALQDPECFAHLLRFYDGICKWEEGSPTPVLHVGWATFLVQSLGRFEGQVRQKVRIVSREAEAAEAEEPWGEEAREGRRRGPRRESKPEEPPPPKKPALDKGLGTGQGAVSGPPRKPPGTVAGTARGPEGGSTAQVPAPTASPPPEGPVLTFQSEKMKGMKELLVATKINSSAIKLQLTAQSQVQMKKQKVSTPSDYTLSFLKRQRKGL
ELG1 genotox: qHTS screen for small molecules that induce genotoxicity in human embryonic kidney (HEK293T) cells expressing luciferase-tagged ELG1 | HEK293T ELG1-luciferase reporter, luminescence, 16 h | Potency, µM (highest dose often 46 µM), inactives show at the top dose activity change, positive = activation, usual class: activators | 1.3% of 330,000 active | AID 504466, 2011; further: potency means the concentration at half of the fitted maximal effect; % of control where 0% means no effect; nearly all actives have a fitted effect of over 60% in size
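Reporter readout depends on ELG1 protein level, which increases with genetic stress. After 16 hr compound exposure at 37 °C, luciferase activity was quantified using ONE-Glo.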
BRCA1 expr up: qHTS Assay to Identify Small Molecule Activators of BRCA1 Expression; MCF7-BRCA1-FFLuc reporter, luminescence, 48 h; response scale: scaled: vehicle 0%, 10 µM genistein 100%; Potency, µM (doses to about 46.1 µM), for the others: at the top dose activation, most hits filed as activators; 1.1% of 380,000 active; further: potency means the concentration at half of the fitted maximal effect; nearly all actives have a fitted effect of over 80% in size; some results filed as inactive show a strong effect at the top dose
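Quantitative HTS in MCF7 cells stably reporting BRCA1 expression via firefly luciferase. Compound treatment lasts 48 h at 37 °C in phenol-red free MEM. Activation is expressed relative to genistein at 10 microM and DMSO.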
FLuc counter: qHTS profiling assay for firefly luciferase inhibitor/activator using purifed enzyme and Km concentrations of substrates (counterscreen for miR-21 project) | Luciferin 4-monooxygenase (Photinus pyralis), P08659 | purified FLuc, Km substrates, luminescence inhibition | Potency, µM (top dose mostly 57.5 µM), for inactives: at the top dose activity change, negative = inhibition, actives largely listed as inhibitors | 6.9% of 360,000 active;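 further: potency means the concentration at half of the fitted maximal effect; plate controls were vehicle for no effect and reference inhibitor for full effect; nearly all actives have a fitted effect of over 55% in size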
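Purified P. pyralis luciferase (10nM final) with 10uM D-luciferin and 10uM ATP (Km levels) in 50mM Tris acetate pH 7.5, 10mM Mg acetate, 0.01% Tween-20, 0.05% BSA; qHTS 6-point titration, ~60 µM downward; luminescence read.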
p53 reactivation: qHTS assay for re-activators of p53 using a Luc reporter; H1299 p53-A138V BP100-luciferase reporter, luminescence, 24 h; Potency, µM (doses to about 92.2 µM), inactives show at the highest dose activity change, positive = activation, hits mostly activators; 0.063% of 320,000 active; further: potency means the concentration at half of the fitted maximal effect; % of control where 0% means no effect; nearly all actives have a fitted effect of over 45% in size
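H1299 (p53-null), stable ts p53-A138V + BP100-Luc; 1000 cells/well, Opti-MEM/10% FBS; cpd 4 pt, 1:5; 24 h, 37 deg C, 5% CO2; detection reagent 10 min RT; luminescence.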
RORg inh: qHTS for inhibitors of ROR gamma transcriptional activity; Drosophila S2 Gal4-RORgamma UAS-luciferase reporter, 20 h; Potency, µM (titrated, usually from 53.6 µM), without a hit: at the top dose activity change, negative = inhibition, hits mostly inhibitors; 5.4% of 310,000 active; AID 2551, 2010; further: potency means the concentration at half of the fitted maximal effect; on the % scale 0 is the no-effect control and ±100 the full control effect; nearly all actives have a fitted effect of over 60% in size
Target sequence (P51450 whole entry, looked up, the tested form may be a part): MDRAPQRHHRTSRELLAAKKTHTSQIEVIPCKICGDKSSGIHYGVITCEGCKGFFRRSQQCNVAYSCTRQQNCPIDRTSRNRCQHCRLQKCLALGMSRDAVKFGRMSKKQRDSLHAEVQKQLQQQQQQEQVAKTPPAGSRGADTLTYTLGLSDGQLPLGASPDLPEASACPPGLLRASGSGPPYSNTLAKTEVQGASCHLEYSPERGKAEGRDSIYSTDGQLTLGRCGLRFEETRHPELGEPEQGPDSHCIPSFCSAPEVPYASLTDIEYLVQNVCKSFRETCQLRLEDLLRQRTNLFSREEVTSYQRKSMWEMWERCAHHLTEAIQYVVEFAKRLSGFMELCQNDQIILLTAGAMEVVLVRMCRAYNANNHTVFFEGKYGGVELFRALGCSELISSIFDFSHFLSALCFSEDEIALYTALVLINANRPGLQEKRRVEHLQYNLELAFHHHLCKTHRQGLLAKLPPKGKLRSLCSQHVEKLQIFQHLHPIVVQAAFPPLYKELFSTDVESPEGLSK
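Stable Schneider cell line, Gal4 DNA-binding domain fused to ROR gamma, UAS-luciferase. Cmpd 1 hr RT → CuSO4 700 uM final → 20 hr RT → luciferase reagent 10 min → luminescence.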
NPC1 prom act: qHTS Assay for NPC1 Promoter Activators; Huh7 NPC1 promoter luciferase reporter, 24 h; Potency, µM (highest dose often 9.22 µM), inactives show top-dose activation, hits mostly activators; 2.4% of 320,000 active; AID 485313, 2010;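 further: potency means the concentration at half of the fitted maximal effect; % of control where 0% means no effect; nearly all actives have a fitted effect of over 60% in size; reporter is driven by a mutant NPC1 promoter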
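Luminescence from an NPC1 promoter-driven luciferase reporter in stably transfected Huh7 cells was measured after 24 h compound treatment at 37 °C, followed by 10 min ambient incubation with luciferase detection reagent.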
VP16 counter: VP16 counterscreen qHTS for inhibitors of ROR gamma transcriptional activity | 3.5% of 310,000 active | Potency, µM (series often up to 53.6 µM), inactives show top-dose activity, negative = inhibition, hits mostly inhibitors | Drosophila S2 Gal4-VP16 UAS-luciferase, luminescence, 20 h;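 further: Gal4-VP16 expression switched on by copper sulfate through the metallothionein promoter; potency means the concentration at half of the fitted maximal effect; on the % scale 0 is the no-effect control and ±100 the full control effect; nearly all actives have a fitted effect of over 50% in size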
Rab9 promoter act: qHTS Assay for Rab9 Promoter Activators | Huh7 Rab9 promoter-luciferase reporter, luminescence, 24 h | Potency, µM (titrated, usually from 9.22 µM), without a hit: top-dose activation, negative = inhibition, most hits filed as activators | 2.8% of 320,000 active; further: potency means the concentration at half of the fitted maximal effect; % of control where 0% means no effect; nearly all actives have a fitted effect of over 60% in size
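Quantitative HTS format; Huh7 Rab9-luciferase reporter cells (1500/well) receive compound 2 h post-plating, incubate 24 h at 37 °C, then get luciferase reagent for 10 min before luminescence reading.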
Giardia killer: Small Molecules that selectively kill Giardia lamblia: qHTS. Giardia lamblia trophozoite viability. activity change, % at 7.66 µM, hits read low. 0.15% of 340,000 active; in the data active means activity change below about -80%; inconclusive means between about -30% and that limit;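 further: parasites exposed to compound for two days anaerobically before the ATP read; on the % scale 0 is the no-effect control and ±100 the full control effect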
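ATP-content bioluminescence gauges trophozoite survival. Cells (100/well) receive compound and incubate anaerobically for 48 hrs at 37 deg C; detection reagent follows for 15-30 min at room temperature.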
* = called active by the depositor; ? = inconclusive; . = no result given; & = joins results of further samples; [ ] = dose if it differs, or a comment. Unless noted, the call rests on the fitted dose curve; in most records, active means well fitted curve in the direction sought with a large enough effect; inconclusive means small, poorly fitted or top-dose-only effect, or another doubt; inactive means no such curve, though single readings can be large; an effect the other way counts as inactive or inconclusive.

SMILES	PKM2 act	Menin-MLL TR inh	ELG1 genotox	BRCA1 expr up	FLuc counter	p53 reactivation	RORg inh	NPC1 prom act	VP16 counter	Rab9 promoter act	Giardia killer
COc1cccc(N2CC(C(=O)Nc3c(C)cccc3C)CC2=O)c1 (configuration not stated)	0%	4%	0%	-29%	-1%	-4%	-10%	0%	0%	-6%	-11
O=C1N(c2ccc(Cl)cc2)C(c2ccccc2)N2CCCN12 (configuration not stated)	-13%	-8%	2%	-3%	-1%	-6%	-11%	4%	5%	-2%	15
COC(=O)c1cc(-c2ccc(OC)cc2)n[nH]1	-5%	-9%	?	?	27µM*	17%	-4%	?	5%[10 µM]	?	-13
COc1ccccc1C(=O)NNC1=NS(=O)(=O)c2ccccc21	3%	5%	0%	-17%	?	8%	7%	1%	1%	3%	-3
O=C(C(Cl)Cl)N1CCN(c2ccccn2)CC1	0%	-6%	3%	-1%	-2%	-9%	8%	-2%	8%	-2%	-5
COc1cc2nc(CN3CCN(c4ncc(C(F)(F)F)cc4Cl)CC3)[nH]c(=O)c2cc1OC	5%	13%	0%	.	2%	2%	2%	1%	-5%	-4%	.
COc1ccc(CC(=O)OCC(=O)Nc2ccc3c(c2)OCO3)cc1OC	-26%	8%	3%	11%	-26%	3%	36%	1%	-12%	0%	-22
O=C(O)c1ccccc1N/N=C/c1c(Sc2nnnn2-c2ccccc2)nc2ccccn2c1=O	-24%	.	-5%	8%	2%	0%	-5%	-5%	-4%	-2%	-6
CC(C(=O)NC(N)=O)N1C(=O)NC(c2ccccc2)(c2ccccc2)C1=O (configuration not stated)	-1%	2%	0%	6%	-1%	2%	-21%	-3%	0%	2%	4
Cc1ccc(S(=O)(=O)NCc2ccccc2)cc1	-5%	-5%	-3%	0%&1%	-11%	7%	?	3%	-11%&-12%	-5%	6
CCN(Cc1ccccc1)C(=O)c1cccc(S(=O)(=O)N2CCN(c3ccccc3)CC2)c1	.	.	-3%	-43%	1%	-4%	.	-2%	.	-5%	-2
O=C(Cn1c2[n+](c3ccccc31)CC(O)CS2)c1ccccc1 (configuration not stated)	3%	13%	1%	4%	-2%	-1%	2%	0%	1%	-2%	-7
N#C/C=C1\Sc2ccccc2C(=O)N1CC(=O)N1CCN(S(=O)(=O)c2ccccc2)CC1	-6%	-4%	?	2%	9.5µM*	28%	38%	11%	6%	9%	7
c1ccc(-c2ccccc2-n2cnnn2)cc1	-1%	5%	2%	2%	-1%	0%	-6%	-2%	0%	-3%	-8
O=C(COC(=O)c1c(Cl)cccc1Cl)Nc1cccc(S(=O)(=O)NC2=NCCCCC2)c1	.	.	-2%	8%	?	-6%	.	0%	.	0%	1
Nc1c(C(=O)c2ccccc2)oc2ccc([N+](=O)[O-])cc12	0%	.	15%	77%	?	8%	0%	3.5µM*	-6%	3.5µM*	-10
O=[N+]([O-])c1cccc(N/N=C/c2cccc(O)c2O)c1	-1%	?	?	-27%	15µM*	4%	-28%	-17%	1%	2%	-2
Cc1ccc(N=Cc2sccc2C)cc1C	2%	1%	0%	-1%	1.9µM*	-1%	-2%	1%	-1%	2%	-8
CC1CC=C(c2ccccc2)C(=S)N1 (configuration not stated)	-8%	.	-3%	-9%	-4%	-1%	1µM*	8%	3.2µM*	8%	12
CC(CC(=O)NNC(=O)c1cccc(Cl)c1)c1ccccc1 (configuration not stated)	-1%	22%	0%	-1%	-5%	1%	22%	7%	22%	4%	5
COc1cc2c(cc1OC)CN(CC(=O)Nc1ccc(Cl)cc1Cl)CC2	.	-22%	-11%	-48%	0%	-8%	4%	-1%	1%	1%	2
Nc1cc(-c2ccccc2)nn1S(=O)(=O)c1ccc(Br)cc1	0%	?	0%	0%	0%	-3%	-26%	1%	-9%	6%	4
Cc1ccccc1NC(=O)CC(O)(C(F)(F)F)C(F)(F)F	0%	-4%	2%	-3%	0%	6%	-12%	0%	5%	6%	0
Nc1ccccc1C(=O)NCc1ccc(Cl)cc1	-7%	0%	0%	8%	-10%	10%	2%	-7%	-14%	-3%	9
O=C(c1ccc2[nH]ccc2c1)N1CCCC(Nc2ccccc2)C1 (configuration not stated)	1%[0.46 µM]	-1%	3%	-3%	-4%	2%	17%	-1%	4%	3%	-1

The results go on.
SMILES	PKM2 act	Menin-MLL TR inh	ELG1 genotox	BRCA1 expr up	FLuc counter	p53 reactivation	RORg inh	NPC1 prom act	VP16 counter	Rab9 promoter act	Giardia killer
O=C(NC1CCN(S(=O)(=O)c2ccccc2)CC1)c1cccc(F)c1	4%[11.5 µM]	?	1%	-7%	1%	2%	25%	0%	0%	0%	6
Cc1cs/c(=N\N=C\c2ccccc2)n1Cc1ccco1	-12%	?	3%	17%	21µM*	?	-5%	10%	17%	8%	-16
COCC1CCCC1OS(N)(=O)=O (configuration not stated)	-1%	3%	0%	1%	-1%	14%	-18%	-7%	-6%	0%	-13
O=C(CSc1cccc[n+]1[O-])Nc1cc(S(=O)(=O)N2CCOCC2)ccc1Cl	-2%	2%	2%	21%	4%	-11%	11%	-2%	-11%	-5%	16
O=[N+]([O-])c1cc(-c2cnc3ccccc3n2)ccc1Oc1ccc(Br)cc1	2%	.	11%	-14%	?	17%	?	0%	11%	0%	-7
CC(=O)Nc1ccc(S(=O)(=O)NC2CC3CCC2C3)cc1 (configuration not stated)	-1%	6%	-5%	-17%	0%	.	40%	0%	1%	0%	-11
N#Cc1ccc(C(=O)CSc2nnc(-c3ccc(C(F)(F)F)cn3)s2)cc1	-1%	.	-4%	-4%	-1%	-1%	-7%	1%	-5%	8%	-15
CCOC(=O)N1CCC(NC(=O)C2CCC(CNS(=O)(=O)c3ccc(OC)cc3)CC2)CC1 (configuration not stated)	5%	5%	0%	-36%	7%	5%	27%	-6%	-3%	0%	-4
O=C(O)c1ccc(CSc2nc3ccc(N4C(=O)C5C6C=CC(C6)C5C4=O)cc3s2)cc1 (configuration not stated)	3%	-5%	0%	-19%	?	-9%	19%	-3%	-23%	-3%	4
Cc1cc(CSCc2ccc(Cl)cc2)no1	.	22%	-9%	18%	-13%	2%	-28%	6%	13%	4%	1
Cc1c(C(=O)NCC2COc3ccccc3O2)oc2ccc(S(=O)(=O)N(C)C3CCCCC3)cc12 (configuration not stated)	-5%	.	-11%	-52%	4%	-5%	1%	-2%	-8%	0%	-3
CCN(CC(=O)Nc1ccccc1C(F)(F)F)C(=O)CCc1ccccc1	.	.	-2%	21%	0%	-3%	-2%	-3%	4%	0%	-17
O=S(=O)(NC1CCCCCCC1)c1ccccc1F	3%	15%	-1%	-19%	0%	8%	26%	-2%	-4%	4%	16
O=C(CNC(=O)c1ccc(S(=O)(=O)N2CCCC2)cc1)N/N=C/c1ccco1	-5%	13%	2%	7%	0%	4%	-1%	-3%	1%	-1%	-2
O=C(Nc1ccc([N+](=O)[O-])cc1)Nc1ccc2[nH]c(=O)[nH]c2c1	-4%	?	-5%	7%	-1%	-1%	-1%	-4%	-16%	2%	-16
COc1ccc(C(CNC(=O)CCNC(=O)c2ccc(Br)cc2)N2CCOCC2)cc1 (configuration not stated)	.	.	0%	-25%	-1%	-2%	.	-1%	.	-4%	-18
COc1cc(C)c(CN2CCN(CC(=O)Nc3ccccc3C(=O)NC3CC3)CC2)cc1OC	.	.	-2%	-10%	4%	2%	.	0%	.	1%	17
COCCn1ccc(O)c(Cc2ccccc2)c1=O	-5%	-6%	-9%	9%	1%	8%	-3%	1%	0%	0%	-3
COc1cc(C)ccc1S(=O)(=O)n1nc(C)cc1C	6%	5%	0%	-16%	-3%	-1%	0%	-3%	6%	-11%	1
CC(C)(C)c1ccc(S(=O)(=O)N2CCN(C3CCCC3)CC2)cc1	5%	-6%	-4%	5%	1%	9%	-20%	-1%	-1%	-6%	14
CCOc1ccc(C(=O)C[n+]2cccc3cc(C)ccc32)cc1	-4%	-16%	-13%	-26%	-1%	-3%	?	-12%	-2%	-1%	-17

Look-ups from above.
`COc1ccc(C(CNC(=O)CCNC(=O)c2ccc(Br)cc2)N2CCOCC2)cc1` (configuration not stated) – Rab9 promoter act: -4%
`O=[N+]([O-])c1cc(-c2cnc3ccccc3n2)ccc1Oc1ccc(Br)cc1` – VP16 counter: 11%

This is a subset (hit frequency here may not be typical).
